BAZ2B block = BAZ2B (human) inhibition; AID 504333; 360,000 tested, 4.4% active; Potency, µM (top dose mostly 114 µM), without a hit: top-dose activity change, negative = inhibition, most hits filed as inhibitors; Q9UIF8; AlphaScreen BAZ2B-H3K14Ac peptide displacement; note: potency is the fitted concentration of half-maximal effect; % is set by controls: 0 for no effect and ±100 for the full control effect; nearly all actives have a fitted effect of over 60% in size
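Compounds, titrated to a top concentration of 110 uM, were incubated 30 min at room temperature with preformed BAZ2B/acetyl-K14 H3 peptide complex (50 nM each). Proximity signal was measured by AlphaScreen after 20 min with beads.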
ERG-DNA inh = blocks human ERG Ets domain binding to DNA | 370,000 tested, 0.028% active | AID 624246 | fluorescence polarization, His-ERG Ets domain / labelled DNA | Potency, µM (titrated, usually from 76.9 µM), inactives show top-dose FP activity, negative = inhibition, most hits filed as inhibitors; active = well fitted inhibition curve with a large enough effect in the polarisation, with a control signal flat; inconclusive = small, poorly fitted or top-dose-only effect, or effect the other way, or a change in a side signal; inactive = no such curve, though single readings can be large or run the other way; the % refers to the polarisation;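 note: polarization taken with two DNA probes labelled with fluorescein and Texas red; potency is the fitted concentration of half-maximal effect; % of control where 0% means no effect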
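His-tagged ERG Ets domain (1 uM in the protein solution; 300mM KCl, 50mM Tris-HCl, 1mM EDTA, 1mM DTT, pH 7.5) received compound, then a probe mix of 5 nM fluorescein-DNA and 100nM Texas-615-DNA. Fluorescence polarization was read for both dyes.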
HP1b chromo inh = blocks HP1-beta chromodomain binding to methylated histone tails; AID 540317; P83916; 390,000 tested, 0.56% active; Potency, µM (doses to about 114 µM), without a hit: at the highest dose activity change, negative = inhibition, usual class: inhibitors; AlphaScreen HP1-beta / biotin-H3K9me3 peptide binding; note: potency is the fitted concentration of half-maximal effect; nearly all actives have a fitted effect of over 70% in size; inactives centre near 23
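Compound inhibition of the preformed complex between 50 nM HP1-beta and 50 nM biotinylated H3K9me3 peptide was read by AlphaScreen. Buffer was PBS pH 7.4 with 0.01% Tween-20. Incubations ran 30 min at room temperature, with 10 ug/mL donor/acceptor beads.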
PI4K2A block = inhibitors of human PI4K2A. Q9BTU6. purified PI4K2A, ADP-Glo luminescence, 1 h; stronger effect = lower value. activity change, negative = inhibition, % at 76.9 µM. 420,000 tested, 0.13% active. AID 1346378; in the data active = activity change below about -50%; inconclusive = mostly about -30% to -49%;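 note: -100% = wells without enzyme as full effect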
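Compounds are screened against recombinant PI4K2A using PI as substrate and ATP, the latter dispensed at 300 microM. Reactions run one hour at ambient temperature before ADP-Glo detection; full inhibition defined by wells lacking enzyme.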
G9a inh = G9a (human) methyltransferase inhibition; Q96KQ7; G9a H3K9 monomethylation, AlphaScreen, 2 h; Potency, µM (doses to about 102 µM), for inactives: at the top dose activity, negative = inhibition, most hits filed as inhibitors; 350,000 tested, 8.8% active; AID 504332; note: potency is the fitted concentration of half-maximal effect; % is set by controls: 0 for no effect and ±100 for the full control effect; nearly all actives have a fitted effect of over 75% in size
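Signal arises when biotinylated H3K9 peptide, once monomethylated, bridges streptavidin donor and antibody-captured acceptor beads. Enzyme at 20 nM was preincubated 15 min with test compounds; peptide 500 nM and SAM 20 uM then reacted for 2 h.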
JMJD2A Tudor inh = blocks the human JMJD2A Tudor domain | Potency, µM (highest dose often 114 µM), for inactives: at the top dose activity change, negative = inhibition, hits mostly inhibitors | O75164 | 390,000 tested, 4.4% active | AlphaScreen JMJD2A-Tudor / H3K4me3 peptide binding | AID 504339; note: potency is the fitted concentration of half-maximal effect; % is set by controls: 0 for no effect and ±100 for the full control effect; nearly all actives have a fitted effect of over 50% in size
Pin1 inhibitor = inhibitors of human Pin1. Q13526. Potency, µM (series often up to 115 µM), inactives show at the top dose activity, negative = inhibition, most hits filed as inhibitors. AID 504891. Pin1 FP peptide displacement, HiFluor488, 10 min. 390,000 tested, 0.009% active; active = well fitted inhibition curve with a large enough effect in the polarisation, with a control signal flat, not every such curve was filed as active; inconclusive = small, poorly fitted or top-dose-only effect, or effect the other way, or a change in a side signal; inactive = no such curve, though single readings can be large or run the other way; the % refers to the polarisation; note: potency is the fitted concentration of half-maximal effect; % is set by controls: 0 for no effect and ±100 for the full control effect
Tb PGK inh = T. brucei PGK inhibition | P07378 | PGK/GAPDH coupled, Kinase-Glo luminescence, 60 min | Potency, µM (top dose mostly 57.5 µM), inactives show top-dose activity change, negative = inhibition, hits mostly inhibitors | 380,000 tested, 0.043% active; note: potency is the fitted concentration of half-maximal effect; % is set by controls: 0 for no effect and ±100 for the full control effect; nearly all actives have a fitted effect of over 60% in size
Target sequence (P07378 whole entry, looked up): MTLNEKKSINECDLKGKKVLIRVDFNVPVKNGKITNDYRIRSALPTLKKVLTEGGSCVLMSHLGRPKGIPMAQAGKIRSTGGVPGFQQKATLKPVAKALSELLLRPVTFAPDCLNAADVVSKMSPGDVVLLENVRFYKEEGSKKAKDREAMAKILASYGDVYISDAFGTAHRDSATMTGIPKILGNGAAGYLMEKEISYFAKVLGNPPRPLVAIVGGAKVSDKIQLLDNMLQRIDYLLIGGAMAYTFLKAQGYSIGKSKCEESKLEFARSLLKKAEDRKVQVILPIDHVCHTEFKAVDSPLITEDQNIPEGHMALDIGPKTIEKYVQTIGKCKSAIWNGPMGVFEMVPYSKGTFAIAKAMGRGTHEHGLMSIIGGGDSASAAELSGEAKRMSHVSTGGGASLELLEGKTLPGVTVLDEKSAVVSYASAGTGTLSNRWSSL
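Recombinant glycosomal PGK reaction used 1,3-bisphosphoglycerate generated in-well by GAPDH (100nM final) in 100mM TEA pH 7.6, 5mM MgCl2, 0.01% Tween-20. After 60 minutes at room temperature, ATP was read by Kinase-Glo Plus luminescence end-point.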
GLS inh = inhibitors of human glutaminase (GLS) | O94925 | GLS enzymatic activity, qHTS titration | Potency, µM (highest dose often 45.5 µM), inactives show at the top dose activity change, negative = inhibition, most hits filed as inhibitors | 410,000 tested, 0.21% active; note: potency is the fitted concentration of half-maximal effect; % is set by controls: 0 for no effect and ±100 for the full control effect
Target sequence (O94925 whole entry, looked up): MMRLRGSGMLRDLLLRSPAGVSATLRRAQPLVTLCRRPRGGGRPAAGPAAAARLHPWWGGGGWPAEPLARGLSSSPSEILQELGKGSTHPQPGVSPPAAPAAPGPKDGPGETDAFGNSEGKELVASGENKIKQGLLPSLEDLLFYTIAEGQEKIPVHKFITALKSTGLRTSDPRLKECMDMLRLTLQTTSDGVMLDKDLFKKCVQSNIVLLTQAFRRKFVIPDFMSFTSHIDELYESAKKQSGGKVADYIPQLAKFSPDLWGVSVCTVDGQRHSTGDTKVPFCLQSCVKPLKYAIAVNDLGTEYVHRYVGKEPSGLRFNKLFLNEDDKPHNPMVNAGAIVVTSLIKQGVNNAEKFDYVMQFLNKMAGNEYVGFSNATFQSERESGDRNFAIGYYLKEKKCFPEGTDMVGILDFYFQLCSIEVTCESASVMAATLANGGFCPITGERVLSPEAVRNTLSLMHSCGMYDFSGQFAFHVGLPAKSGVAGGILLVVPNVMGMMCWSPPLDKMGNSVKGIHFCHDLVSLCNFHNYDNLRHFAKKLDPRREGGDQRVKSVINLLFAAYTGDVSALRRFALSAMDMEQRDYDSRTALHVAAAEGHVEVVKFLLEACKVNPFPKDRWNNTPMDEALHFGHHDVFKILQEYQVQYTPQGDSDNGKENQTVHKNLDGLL
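Two-point fluorescence kinetic (t0, 30 min RT) for hKGA; glutamate detected via glutamate oxidase–HRP–Amplex Red. Substrate: 1 mM L-glutamine solution; buffer 45 mM KH2PO4, pH 8.2.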
Active calls of the source: *; i = inactive; u = inconclusive; x = not tested or not shown; [ ] = remark or other dose. Unless noted, calls come from the whole dose curve; as a rule, active = well fitted curve in the direction sought with a large enough effect; inconclusive = small, poorly fitted or top-dose-only effect, or another doubt; inactive = no such curve, though single readings can be large; an effect the other way counts as inactive or inconclusive.

1. CCc1cc(-c2n[nH]c(=S)n2-c2ccccc2C)cs1
2. O=C(COC(=O)c1cc[n+]([O-])cc1)Nc1c(Cl)cccc1C(F)(F)F
3. Cc1cc(C)n(Cc2n[nH]c(=S)n2Cc2ccccc2)n1
4. COc1cccc(CN2CCNC(=O)C2CC(=O)NCCn2nc(C)cc2C)c1OC (stereo unspecified)
5. CCc1ccc(OCCOCC(O)CN2CCN(Cc3ccc(Cl)cc3)CC2)cc1 (stereo unspecified)
6. COc1ccc(C(=O)OCC(=O)NC2CC2)cc1S(=O)(=O)N1CCOCC1
7. CN(C)C(=O)c1ccc(N/C=C(\C=O)c2nc3ccccc3o2)cc1
8. Nc1nnc(CC(=O)N2CCCCC2)s1
Assay by compound,1,2,3,4,5,6,7,8
Tb PGK inh,-4%,10%,-3%,i,1%,-8%,-9%,1%
ERG-DNA inh,-9%,1%,-5%,-5%,-9%,-4%,-11%,1%
Pin1 inhibitor,0%,3%,2%,0%,-10%,-10%,0%,3%
BAZ2B block,-7%,9%,-5%,-6%,-30%,22%,u,7%
GLS inh,u,-1%,-1%,0%,-1%,-5%,-14%,10%
PI4K2A block,-3,3,9,1,-1,2,5,0
G9a inh,1.8µM*,-23%,16µM*,u,u,18%,-45%,10%[2.33 µM]
HP1b chromo inh,1%,24%,44%[activator],38%[activator],25%,42%[activator],19%,12%
JMJD2A Tudor inh,35µM*,-8%,22µM*,4%,-29%,-4%,-10%,-8%

9. CC(NC(=O)[C@H](Cc1c[nH]c2ccccc12)NC(=O)[C@@H]1Cc2ccccc2CN1)c1ccccc1 (stereo partly specified)
10. CC(NC(=O)[C@@H](C)NC(=O)[C@@H]1Cc2ccccc2CN1C(=O)OC(C)(C)C)c1ccccc1 (stereo partly specified)
11. O=[N+]([O-])c1ccc(Sc2cccc3cccnc23)cc1
12. CC(Sc1nc(C(F)(F)F)nc2ccccc12)C(=O)NC1CCCC1 (stereo unspecified)
13. CN(C)c1ccc(NC(=O)COC(=O)c2cc(=O)c3ccccc3o2)cc1
14. COc1ccc(OC)c(CCNC(=O)CSc2ccsc2[N+](=O)[O-])c1
15. CCN1C(=O)c2cccc3c(S(=O)(=O)NCCc4c[nH]c5ccccc45)ccc1c23
16. COCCCN1CN=C(NS(=O)(=O)c2ccc(NC(C)=O)cc2)NC1
Assay by compound,9,10,11,12,13,14,15,16
Tb PGK inh,i,-6%,x,i,-6%,-6%,-8%,-9%
ERG-DNA inh,-1%,-18%,x,-21%,-17%,-1%,2%,1%
Pin1 inhibitor,-1%,-2%,1%,-3%,-1%,u,-4%,-1%
BAZ2B block,-39%,3%,-36%,1%,-31%,u,-36%,-28%
GLS inh,2%,1%,-5%,-16%,-9%,-3%,19%,10%
PI4K2A block,4,-3,-3,-1,-6,-8,-2,-2
G9a inh,u,-44%,-5%,-29%,10µM*,32µM*,2%[12.7 µM],-6%[59 µM]
HP1b chromo inh,27%,35%[activator],-6%,39%[activator],38%,-6%,5%,4%
JMJD2A Tudor inh,-18%,-20%,u,5%,-15%,45µM*,-31%,3%

17. c1ccc2c(Cn3ccnc3)cccc2c1
18. Cc1cccc(C)c1NC(=O)C(NC=O)c1ccccc1 (stereo unspecified)
19. CC(=O)c1c(C)[nH]c(C(=O)N2CCN(c3ccc(F)cc3)CC2)c1C
20. Cc1ccc(/C=C2/SC(=S)N(CCC(=O)N3CCN(C)CC3)C2=O)cc1
21. Cc1cccc(C)c1NC(=O)C(=O)NCC1CCCN1S(=O)(=O)c1ccccc1 (stereo unspecified)
22. O=C(C1CC(=O)N(c2ccc3c(c2)OCCO3)C1)N1CCN(c2cccc(C(F)(F)F)c2)CC1 (stereo unspecified)
23. O=C(Nc1cccnc1)NC1CCCCC1
24. CN(C)CCNC(=O)C12CC3(C)CC(C)(CC(C)(C3)C1)C2
Assay by compound,17,18,19,20,21,22,23,24
Tb PGK inh,-5%,-12%,-5%,-1%,i,-2%,-1%,-6%
ERG-DNA inh,5%,4%,0%,9%,-4%,-8%,-3%,0%
Pin1 inhibitor,5%,-2%,1%,0%,1%,-4%,-9%,-6%
BAZ2B block,u,10%,u,-10%,5%,-36%,-4%,0%
GLS inh,-5%,-4%,19%,-9%,-1%,0%,1%,-6%
PI4K2A block,3,-18,1,2,-2,4,4,3
G9a inh,-10%,4%[59 µM],-1%,x,8%[0.501 µM],-36%,-4%,u
HP1b chromo inh,33%,38%,28%,1%,-15%,0%,60%[activator],30%
JMJD2A Tudor inh,-29%,-11%,-16%,-22%,-22%,-28%,1%,1%

25. CC(=O)N1CCN(Cc2nc3cc(NC(=O)c4ccccc4C)ccc3n2C)CC1
26. O=[N+]([O-])c1cccc2nc3ccccc3c(NCCCn3ccnc3[N+](=O)[O-])c12
27. CC1=Nc2cc(C(=O)NCC3CCCO3)ccc2Sc2ccc(Br)cc21 (stereo unspecified)
28. CCC(C(=O)Nc1ccc(C(C)C)cc1)n1nc(C)n2c(cc3cc(C)ccc32)c1=O (stereo unspecified)
29. COc1cccc(CN2CCN(Cc3ccc4cccc(F)c4n3)CC2CCO)c1 (stereo unspecified)
30. CCn1cc([N+](=O)[O-])c(C(=O)NCc2ccc(Cl)cc2)n1
31. CC(C)c1ccc(C2N=C(N)Nc3nc4ccccc4n32)cc1 (stereo unspecified)
32. Cc1ccc(S(=O)(=O)N(C)CC(=O)N2CCC(C(N)=O)CC2)cc1
Assay by compound,25,26,27,28,29,30,31,32
Tb PGK inh,-3%,-6%,i,-4%,i,x,i,-5%
ERG-DNA inh,0%,3%,-2%,0%,-21%,2%,6%,-9%
Pin1 inhibitor,-2%,2%,-6%,-2%,0%,5%,-2%,-12%
BAZ2B block,-5%[57.1 µM],x,-28%,-12%,3%,6%,-28%,-11%
GLS inh,0%,15%,-2%,-13%,1%,1%,0%,0%
PI4K2A block,-3,24,7,4,2,2,0,-2
G9a inh,-22%[12.7 µM],x,-39%,5%[59 µM],6%,1%,-7%[59 µM],7%
HP1b chromo inh,33%,7%,3%,5%,74%[activator],27%,51%[activator],4%
JMJD2A Tudor inh,-5%,-31%,-36%,-20%,-10%,-10%,-11%,1%

A second format for some results above:
| cpd | Compound | Tb PGK inh | ERG-DNA inh | Pin1 inhibitor | BAZ2B block | GLS inh | PI4K2A block | G9a inh | HP1b chromo inh | JMJD2A Tudor inh |
| --- | --- | --- | --- | --- | --- | --- | --- | --- | --- | --- |
| 25 | CC(=O)N1CCN(Cc2nc3cc(NC(=O)c4ccccc4C)ccc3n2C)CC1 | -3% | 0% | -2% | -5%[57.1 µM] | 0% | -3 | -22%[12.7 µM] | 33% | -5% |
| 26 | O=[N+]([O-])c1cccc2nc3ccccc3c(NCCCn3ccnc3[N+](=O)[O-])c12 | -6% | 3% | 2% | x | 15% | 24 | x | 7% | -31% |
| 27 | CC1=Nc2cc(C(=O)NCC3CCCO3)ccc2Sc2ccc(Br)cc21 (stereo unspecified) | i | -2% | -6% | -28% | -2% | 7 | -39% | 3% | -36% |
| 28 | CCC(C(=O)Nc1ccc(C(C)C)cc1)n1nc(C)n2c(cc3cc(C)ccc32)c1=O (stereo unspecified) | -4% | 0% | -2% | -12% | -13% | 4 | 5%[59 µM] | 5% | -20% |

Next part
33. Cc1cc(C)n2nc(SCc3c(F)cccc3Cl)nc2n1
34. O=C(CCNC(=O)c1ccc(Cl)cc1)Nc1ncccc1O
35. CCc1ccc(NC(=O)C2CCCN(S(=O)(=O)c3c(C)noc3/C=C/N(C)C)C2)cc1 (stereo unspecified)
36. FC(F)(F)c1cccc(Cn2cnc(NC(=S)NCCc3ccccc3)n2)c1
37. O=C(O)c1ccc(NC(=O)c2ccccc2NC(=O)c2ccccc2Br)cc1
38. COC(=O)C1=C(C)N(CC(C)C)C(=O)C1
39. Cn1nnnc1SCC(=O)Nc1nc2ccccc2s1
40. CCCn1c2ccccc2c2cnn(CC(=O)NCc3ccccc3Cl)c(=O)c21
Assay by compound,33,34,35,36,37,38,39,40
Tb PGK inh,x,3%,-5%,-2%,-1%,9%,-7%,-6%
ERG-DNA inh,1%,-4%,1%,8%,-3%,x,1%,1%
Pin1 inhibitor,-2%,-25%,17%,4%,-3%,4%,8%,u
BAZ2B block,-1%,79µM*,-27%,-22%,1%,7%,-14%,1%
GLS inh,52%[activator],28%,8%,0%,5%,5%,-3%,3%
PI4K2A block,-1,3,-7,-2,-6,0,0,-3
G9a inh,-7%,13%,-8%[59 µM],-28%,x,40µM*,u,3%[59 µM]
HP1b chromo inh,20%,26%,41%,44%[activator],30%,28%,21%,-14%
JMJD2A Tudor inh,-35%,-24%,-28%,-5%,-17%,-6%,-5%,-24%

41. O=S(=O)(c1ccc(N2CCOCC2)c(Cl)c1)N1CCOCC1
42. COc1ccc(N(CC(=O)N2CCc3ccccc3C2)S(=O)(=O)c2c(C)nn(C)c2C)cc1
43. CCOc1ccccc1NC(=O)c1ccc(OCC)c([N+](=O)[O-])c1
44. COc1ccc(N2CCN(C(=O)c3cccc4nc(C)oc34)CC2)cc1
45. COc1ccc(CCNS(=O)(=O)CCNC(=O)c2ccccc2)cc1
Assay by compound,41,42,43,44,45
Tb PGK inh,-8%,7%,0%,0%,-8%
ERG-DNA inh,-4%,-7%,-4%,-5%,-6%
Pin1 inhibitor,-5%,0%,0%,1%,8%
BAZ2B block,1%,2%,-3%,-16%,-13%
GLS inh,-5%,3%,16%,-3%,1%
PI4K2A block,-10,-8,4,2,-1
G9a inh,3%,u,17%[59 µM],u,u
HP1b chromo inh,31%,1%,15%,1%,18%
JMJD2A Tudor inh,-5%,-29%,-3%,-26%,-22%

Assay outcomes from PubChem.
